Source: PubChem BioAssay (Broad Institute)
esBAF inh: Bmi1 luciferase reporter increase in mESCs, primary screen, esBAF inhibitor project, mouse ES cells, Bmi1 luciferase knock-in, single point; 24 h; 100% = twice the neutral-well signal; reporter increase, % at 12.5 µM; 2% of 350,000 active; in the data active = activation above about 40%;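 note: 0% = median of the plate's neutral control wells and 100% = double that signal; a rise in the Bmi1 reporter signal indicates esBAF inhibition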
Casp6 inh: human caspase-6 inhibitors, primary screen, biochemical, VEID-R110 fluorescence, single point, set 2 | 0.53% of 350,000 active | inhibition, % at 12.5 µM | P55212 | purified caspase-6, Z-VEID-R110 cleavage fluorescence;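 active = mean inhibition across replicates at least about 35%, with every replicate also reaching that limit, limit read from the data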;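 note: 0% = median of neutral control wells and 100% = no fluorescence left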
Target sequence (P55212 24-179 limits assumed): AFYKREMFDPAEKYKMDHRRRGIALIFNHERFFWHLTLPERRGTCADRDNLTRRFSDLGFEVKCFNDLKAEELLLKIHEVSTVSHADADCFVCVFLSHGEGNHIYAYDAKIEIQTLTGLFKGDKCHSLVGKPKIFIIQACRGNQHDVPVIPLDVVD
Target sequence (P55212 194-293 limits assumed): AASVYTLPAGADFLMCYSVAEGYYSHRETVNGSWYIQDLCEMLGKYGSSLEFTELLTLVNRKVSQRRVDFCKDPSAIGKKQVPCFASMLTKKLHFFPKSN
RAD54 inh: inhibitors of human RAD54 branch migration, primary screen, biochemical, fluorescence, single point; DNA repair and recombination protein RAD54-like (Homo sapiens), Q92698; RAD54 Holliday junction branch migration, FAM/BHQ fluorescence; inhibition, % at 10.4 µM; 0.14% of 360,000 active; AID 602329, 2012;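 active = mean normalized replicate activity at least 40 and at least half of replicates scoring 40 or more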;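 note: 0% = median of neutral control wells and 100% = median of positive control wells; inhibitors cause a drop in the FAM fluorescence signal; in these data hits start at about 50%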
E-selectin induc: E-selectin induction in HUVECs, primary screen, imaging, HUVEC, immunofluorescence imaging, single point; P16581; activation, % at 7.58 µM; normalized: neutral wells 0, TNF-alpha wells 100; AID 686992, 2013; 0.37% of 260,000 active;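 active = mean E-selectin-positive cell signal at least 10% of the positive control, reached in at least 60% of replicates, without over 20% cell loss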;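 note: in these data hits start at about 27%; measured in HUVEC primary endothelial cells; signal is the percent of cells scored E-selectin positive by PE staining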
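Assay system: HUVEC, human umbilical vein endothelial cells / Amount: 3,000 HUVEC/well / Controls: TNF-alpha positive control, DMSO neutral control / Compound dosing: single concentration / Medium: EGM-2 over gelatin coat / Evaluation: percent E-selectin-positive cells / Signal: immunofluorescence imaging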
ARNT-TACC3 inh: disruptors of ARNT/TACC3 protein interaction, primary screen, biochemical, AlphaScreen, single concentration; AlphaScreen His-ARNT PAS-B/GST-TACC3 binding, luminescence; TACC3 fragment carries E629A point mutation; inhibition, % at 9.99 µM; AID 623870, 2012; Transforming acidic coiled-coil-containing protein 3 (Homo sapiens), Q9Y6A5; 0.66% of 390,000 active;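 active = mean inhibition of replicates at least 50% and at least half of replicates each reaching 50%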;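 note: 0% = complete ARNT plus TACC3 wells and 100% = ARNT alone without TACC3; many hits fall short of the cut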
ERp5 block: inhibitors of ERp5-driven insulin aggregation, primary screen, biochemical, turbidity, absorbance 650 nm, single point. 0.05% of 350,000 active. Protein disulfide-isomerase A6 (Homo sapiens), Q15084. 90 min. inhibition, % at 9.99 µM;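 active = mean replicate inhibition above about 25%, with every replicate also reaching it, limit read from the data, passing the limit was not always enough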
RAD52 anneal inh: RAD52 DNA annealing inhibitors, primary screen, biochemical, FRET, single point, set 2; DNA repair protein RAD52 homolog (Homo sapiens), P43351; 0.46% of 360,000 active; recombinant RAD52 DNA annealing, FRET fluorescence; inhibition, % at 18.7 µM;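 active = every replicate showing at least 50% inhibition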
Target sequence (P43351 whole entry, looked up): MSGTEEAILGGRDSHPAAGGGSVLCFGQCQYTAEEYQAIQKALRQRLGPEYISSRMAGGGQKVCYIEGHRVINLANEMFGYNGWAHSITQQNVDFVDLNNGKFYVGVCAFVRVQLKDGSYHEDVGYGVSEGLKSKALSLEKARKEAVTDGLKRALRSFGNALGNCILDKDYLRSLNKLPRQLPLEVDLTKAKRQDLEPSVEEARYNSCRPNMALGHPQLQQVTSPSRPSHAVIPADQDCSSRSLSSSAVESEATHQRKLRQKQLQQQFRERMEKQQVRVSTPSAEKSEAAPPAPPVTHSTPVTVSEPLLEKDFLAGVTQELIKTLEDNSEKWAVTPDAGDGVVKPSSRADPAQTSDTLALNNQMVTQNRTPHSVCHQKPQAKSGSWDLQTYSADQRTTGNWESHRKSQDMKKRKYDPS
PglD DTNB: C. jejuni PglD acetyltransferase inhibitors, primary screen, biochemical, DTNB colorimetric, single point | UDP-N-acetylbacillosamine N-acetyltransferase PglD (Campylobacter jejuni) | purified PglD enzyme, DTNB colorimetric CoA detection | inhibition, % at 12.5 µM | 0.098% of 360,000 active; in the data active = inhibition above about 16%, passing the limit was not always enough; note: strong numbers were not always called active
An asterisk follows results filed as active; / = not tested or not shown; & = joins results of further samples.

Molecule | esBAF inh | Casp6 inh | RAD54 inh | E-selectin induc | ARNT-TACC3 inh | ERp5 block | RAD52 anneal inh | PglD DTNB
CC(=O)Nc1cc(-c2ccncc2)cn2c(-c3ccccc3)cnc12 | 11 | 0 | 2 | -0.1 | / | 9 | -15 | 2
CC(=O)N(C)C[C@H]1Oc2ncc(C#Cc3ccccc3F)cc2C(=O)N([C@@H](C)CO)C[C@H]1C | -2 | -6 | 2 | -0.6 | -6 | 1 | 9 | 3
C[C@H](CO)N1C[C@H](C)[C@@H](CN(C)C(=O)Nc2ccc(F)cc2)Oc2ncc(-c3ccc(F)cc3)cc2C1=O | 2&-10&-6 | 1&-1 | -3&0 | 0.0&-0.1 | 1 | -2&-1 | -24&-7 | -6&-4
O=C1CSC(c2ccccc2)N1Cc1ccccn1 (stereo not given) | -9 | 0 | -2 | / | -5 | 0 | -8 | -2
CC(O)CNCCOc1ccccc1OCc1ccccc1 (stereo not given) | / | -4 | / | -3.1 | 2 | 2 | -3 | /
Cc1cc(C)n(-c2ccc(C(=O)NC3CCCCC3)cc2)n1 | / | 0 | / | 0.9 | -1 | 2 | -4 | /
CCC1CCCCN1C(=O)CSc1nc(N)c(NC(=O)c2ccco2)c(=O)[nH]1 (stereo not given) | -7 | -1 | -2 | -0.1 | 4 | 1 | -26 | 7
COc1ccc(NC(=O)Nc2cccc3c2O[C@@H](CN(C)S(C)(=O)=O)[C@H](C)CN([C@@H](C)CO)C3=O)cc1 | -3 | 1 | 3 | 0.6 | -3 | 1 | 5 | 3
CC(C)C(=O)Nc1ccc2c(c1)C(=O)N(C)[C@@H]1CC[C@@H](CC(=O)NCCCN(C)C)O[C@@H]1CO2 | 6 | 4 | -2 | 0.0 | 1 | -2 | 11 | 1
Cc1ccc(NC(=O)c2nc[nH]c2C(=O)N[C@@H](C)c2ccccc2)cc1 | 2 | 0 | 3 | 0.3 | 7 | -1 | -9 | -6
COc1ccc(S(=O)(=O)Nc2ccc3c(c2)C(=O)N([C@H](C)CO)C[C@H](C)[C@H](CN(C)C(=O)NC(C)C)OCCCC[C@@H](C)O3)cc1 | -1 | 0 | 4 | -0.6 | -3 | 0 | 6 | 1
Cc1oc(-c2cccc(Cl)c2)nc1CS(=O)(=O)CC(=O)NCc1ccco1 | 1 | 1 | 2 | / | -3 | -3 | -20 | -3
CCOCC(=O)Nc1c(C(=O)Nc2ccccc2OC)oc2ccccc12 | 8 | / | -11 | / | -7 | / | / | -2
O=C(C[C@@H]1C[C@@H]2c3cc(NS(=O)(=O)c4ccc(F)cc4)ccc3O[C@@H]2[C@H](CO)O1)NCc1ccccc1F | -5 | -2 | 4 | -0.1 | -2 | -1 | 4 | 1
Cc1ccc(C(C)C)c(OCC(=O)Nc2sc3c(c2C#N)CC(C)(C)NC3(C)C)c1 | -2 | / | 8 | / | 0 | / | / | 1
COc1cc(O)c(C=Nc2ccccc2NS(=O)(=O)c2ccc(C)cc2)c(OC)c1 | / | -2 | / | 0.0 | 8 | 0 | -29 | /
N#C/C(=C1/CCCCCN1)c1nc2ccccc2[nH]1 | 50* | / | -12 | / | -1 | / | / | 5
Cc1ccc(S(=O)(=O)N2[C@@H](c3ccc(C(C)(C)C)cc3)C(C(=O)O)=CC[C@H]2c2cccs2)cc1 | -2 | 13 | 5 | -0.2 | 25 | -3 | -17 | 0
COC(=O)c1c(C)[nH]c(C(=O)C(C)OC(=O)c2ccco2)c1C (stereo not given) | -2 | -1 | 12 | / | 7 | 0 | -16 | 3
CCC(C)c1ccccc1NC(=O)CN(C)CCOc1ccc(Cl)cc1 (stereo not given) | 2 | 4 | -18 | -0.1 | -12 | 1 | -3 | 8
CC(C)(C)c1nc(CN2CCOCC2)cc(CN2CCOCC2)c1O | -10 | / | -1 | / | 0 | / | / | 0
COc1ccc(S(=O)(=O)N[C@H]2CC[C@@H](CC(=O)O)O[C@@H]2CO)cc1 | -1 | 0 | -3 | -0.2 | -40 | 4 | -8 | 0
Cc1ccc(S(=O)(=O)N(C)C[C@H]2Oc3ccc(NS(=O)(=O)c4cccs4)cc3CC(=O)N([C@@H](C)CO)C[C@H]2C)cc1 | 3 | 0 | -21 | -0.3 | -4 | 1 | 7 | -1
COc1ccc(C2=NN(C(=O)c3ccccc3)C(c3cccc([N+](=O)[O-])c3)C2)cc1 (stereo not given) | / | -2 | / | -0.3 | -2 | 2 | -10 | /
O=C(CN1C(=O)NC2(CCCCCC2)C1=O)NCc1ccccc1Cl | 19 | -4 | 14 | -0.7 | 0 | 0 | -4 | -3
CCc1ccc(NC(=O)COC(=O)Cn2cnc3ccccc32)cc1 | 5 | 2 | -9 | 0.2 | 17 | 1 | -6 | -10
CN(CC(=O)Nc1ccccc1Cl)C(=O)Cn1cnc2ccc(Cl)cc2c1=O | -3 | -2 | 4 | 7.6 | 0 | -2 | -6 | -1
C=CCNC(=O)c1ccc(CSc2nc3ccccc3s2)cc1 | / | 9 | 4 | / | 0 | 13 | -3 | -3
Cc1ccc(C(=O)N/C(=C/c2ccco2)C(=O)N2CCCCC2)cc1 | 7 | 9 | -7 | / | 4 | 2 | -44 | 1
Cc1nnc(NC(=O)c2ccc(S(=O)(=O)N(C)Cc3ccccc3)cc2)o1 | -11 | / | 12 | / | 46* | / | / | -2

Molecule | esBAF inh | Casp6 inh | RAD54 inh | E-selectin induc | ARNT-TACC3 inh | ERp5 block | RAD52 anneal inh | PglD DTNB
CN(Cc1ccccc1)C(=O)c1cccc(NC(=O)Cc2ccc([N+](=O)[O-])cc2)c1 | -2 | -1 | -6 | / | -3 | 7 | 6 | -6
CCCCOCCCNC(=O)C[C@@H]1C[C@@]2(C(=O)OC)CCCCC=C2N(Cc2ccc(Cl)cc2Cl)C1=O | / | -3 | / | 0.0 | / | 13 | -6 | /
CC(=O)Nc1ccc(NC(=O)COC(=O)CCCc2c[nH]c3ccccc23)cc1 | 12 | 1 | -3 | / | -1 | -1 | 9 | 1
CCCCN(C)C(=O)c1cc2cc3ccc(OC)cc3nc2s1 | -37 | / | -4 | / | 22 | / | / | -3
CC(C)(C)n1nnnc1C(c1ccccc1)N1CCN(CCN2CCOCC2)CC1 (stereo not given) | / | -4 | / | -0.1 | / | -11 | -8 | /
CN(C)CC(=O)N1[C@H](C#N)[C@@H](c2ccc(/C=C/c3ccccc3)cc2)[C@H]1CO | 10 | -1 | -1 | 0.1 | -7 | -5 | -15 | -1
COCCn1nnnc1C(c1cccc(C#N)c1)N1CCCCCC1 (stereo not given) | 0 | -1 | -3 | / | -6 | -4 | -13 | -5
Cc1cccc(C)c1NC(=O)CN1CCN(C(=O)CN2C(=O)NC3(CCCCC3C)C2=O)CC1 (stereo not given) | / | -2 | -6 | 0.6 | -3 | 1 | -10 | 0
COc1ccc(S(=O)(=O)Nc2ccc3c(c2)C(=O)N([C@@H](C)CO)C[C@H](C)[C@H](CN(C)C)OCCCC[C@@H](C)O3)cc1 | / | -7 | 7 | 0.0 | -7 | 0 | -15 | 3
O=C(OCC(=O)N1CCCC1=O)c1ccc(O)cc1O | 9 | 2 | / | / | -2 | -1 | 1 | /
BrC(=C\c1ccccc1)/C=N/N1CCN(c2ccccc2)CC1 | / | -2 | / | 0.9 | 10 | -1 | -17 | /
COc1ccccc1/C=C/C(=O)OCC(=O)N1CCc2ccccc21 | -6 | -1 | 11 | 0.2 | / | -2 | -23 | -1
CC1CCN(S(=O)(=O)c2ccc(C(=O)Nc3ncccc3O)cc2)CC1 | -2 | -4 | 1 | -0.3 | -7 | 3 | -6 | -4
C[C@@H]1CCCCO[C@@H](CN(C)Cc2ccc(C(F)(F)F)cc2)[C@H](C)CN([C@H](C)CO)C(=O)c2cc(NC(=O)C3CCCCC3)ccc2O1 | -1 | / | -3 | 2.1 | 12 | / | / | -1
c1ccc(CNc2nc(-c3ccccn3)nc3ccccc23)cc1 | -11 | 12 | 7 | / | 70* | -3 | 31 | -2
O=C(C1CCC1)N1CCCCN2[C@H](CO)[C@@H](c3ccc(C#CC4CCCC4)cc3)[C@H]2C1 | / | -1 | -1 | / | 12 | 1 | 45 | -36
O=C(NCc1ccccc1Cl)c1ccc2c(c1)OCO2 | 11 | 4 | 4 | -0.2 | -11 | 7 | -11 | -1
COc1cccc(C(=O)C2CCCN(C(=O)c3ccccc3Cl)C2)c1 (stereo not given) | 10 | -2 | -10 | / | 0 | 3 | -2 | -5
Cc1ccc(S(=O)(=O)N(CC(=O)NCc2ccc(F)cc2)C(=O)N2CCN(C)CC2)cc1 | 1 | -14 | 4 | 0.0 | -4 | -4 | 0 | 4
CCC(=O)Nc1ccc(-c2ccc(N3CCC(C)CC3)nn2)cc1 | 48* | / | 4 | / | -2 | / | / | 0
COc1cc(C(=S)N2CCCC2)cc(Cl)c1O | -1 | / | -4 | / | 3 | / | / | 2
Cc1nnc(OC(C)C)c2nn(-c3ccccc3F)c(C)c12 | -9 | / | -8 | / | -5 | / | / | -1
COc1cccc(/C=C/C(=O)OCC(=O)N2c3ccccc3NC(=O)C2(C)C)c1 | / | 3 | / | 0.6 | -2 | -4 | -4 | /
FC(F)(F)c1cnc(NNC(=S)Nc2cccnc2)c(Cl)c1 | -1 | 1 | 1 | 1.4 | 31 | 3 | -2 | 0
O=C(C[C@H]1CC[C@H]2[C@@H](COC[C@H](O)CN2Cc2ccccc2)O1)NCc1ccccc1Cl | 2 | 0 | 2 | 0.0 | 8 | 1 | 6 | -2
COc1cccc(OC)c1C(=O)N1CCN(Cc2ccncc2)CC1 | -7 | / | 4 | / | -11 | / | / | -4
O=[N+]([O-])c1cc(C(F)(F)F)ccc1N1CCN(S(=O)(=O)c2ccc3c(c2)CCCC3)CC1 | / | -1 | -12 | / | -13 | -2 | -3 | -3
O=C(CSc1ccc(Br)c2cccc(Cl)c12)Nc1ccc(S(=O)(=O)Nc2nccs2)cc1 | 3 | 3 | / | 3.9 | -7 | -5 | -33 | /
Cc1ccc(NCC(=O)N/N=C/c2ccc(C(=O)O)cc2)cc1 | -3 | 7 | 2 | / | -4 | 2 | -13 | 1
O=C(OCCOCn1cc(Br)c(=O)[nH]c1=O)c1ccccc1 | / | 1 | -19 | 3.6 | / | -1 | 2 | 3
COc1cccc(CN2[C@@H](CO)[C@@H](c3ccccc3)C23CN(C(=O)C2CCC2)C3)c1 | / | -5 | / | -0.2 | / | 8 | -35 | /

Profiles from above. Order of screens: esBAF inh | Casp6 inh | RAD54 inh | E-selectin induc | ARNT-TACC3 inh | ERp5 block | RAD52 anneal inh | PglD DTNB
Cc1ccc(C(=O)N/C(=C/c2ccco2)C(=O)N2CCCCC2)cc1 reads 7 | 9 | -7 | / | 4 | 2 | -44 | 1
CC(O)CNCCOc1ccccc1OCc1ccccc1 (stereo not given) reads / | -4 | / | -3.1 | 2 | 2 | -3 | /

Rows were taken by chance, and some 3.2% of all compounds hit somewhere here.
